# Scp-1 inhibitor: inhibitors of human Scp-1 phosphatase | 340,000 tested, 0.88% active | inhibition, % at 20 µM | AID 493091 | Q9GZU7 | Recombinant Scp1, phosphopeptide, malachite green phosphate absorbance;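 active means inhibition above about 50% at 20 µM, limit read from the data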;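 further: plate controls were DMSO wells with enzyme for no effect and wells lacking enzyme for full effect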
#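 System: truncated SCP-1 phosphatase (76-261aa); medium: Tris acetate buffer pH 5.5 with MgCl2 and Tween-20; incubation: 45 min room-temperature reaction, 5 min colour, 30 min stabiliser; compound: single 20 µM dose, 1% DMSO; reagent: Phosphorylated 17-residue peptide substrate; read-out: % inhibition at 20 µM; technique: colorimetric free-phosphate detection, absorbance 630 nm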
# NadD block: inhibitors of Staphylococcus aureus NadD | purified NadD enzyme, colorimetric absorbance read-out | inhibition, % at 20 µM | 360,000 tested, 0.78% active | AID 602399; in the data active means inhibition above about 26%; further: some compounds past the cut are filed as inactive
# DNMT1 inh: blocks human DNA methyltransferase DNMT1. DNMT1 molecular beacon, Hinp1I cleavage, fluorescence. inhibition (reported as % activation of signal), % at 10 µM. AID 588458. 360,000 tested, 0.83% active. P26358; in the data active means inhibition above about 50%
# TbMetRS inhib: Trypanosoma brucei MetRS inhibition. 360,000 tested, 0.4% active. AID 624268. inhibition, % at 11.9 µM. purified T. brucei MetRS, ATP depletion, Kinase-Glo luminescence;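 active means inhibition above a per-plate cutoff of the control wells' mean inhibition plus 3 SD, cut at about 5.5% in these data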;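 further: 0% = DMSO wells median and 100% = median of wells with control inhibitor compound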
#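 Material: T. brucei methionyl-tRNA synthetase, purified; reagent: substrates ATP, L-methionine and bulk Escherichia coli tRNA; dosing: 11.9 µM single point; timing: 15 min plus 2 h at 25 °C; detection: luminescence of leftover ATP; evaluation: % inhibition; control set: DMSO-only wells as low control; replicates: singlicate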
# SUMO1 PPI mod: SUMO1-SIM interaction modulation; inhibition, % at 20 µM; 360,000 tested, 0.33% active; AID 602429; SUMO1 binding to a labelled peptide, TR-FRET, 1 h; in the data active means inhibition above about 37%
# Target sequence (P63165 whole entry, looked up): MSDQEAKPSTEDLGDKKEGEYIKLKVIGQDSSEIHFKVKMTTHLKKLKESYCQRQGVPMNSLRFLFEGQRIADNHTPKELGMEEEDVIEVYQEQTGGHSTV
# MLLE-PAM2 inh: inhibitors of microRNA-mediated deadenylation, human PABP1 MLLE binding | 360,000 tested, 0.36% active | inhibition, % at 20 µM | GST-MLLE / FITC-PAM2 fluorescence polarization | P11940 | AID 588489; in the data active means inhibition above about 35%, passing the limit was not always enough;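 further: plate controls were DMSO wells with GST-MLLE for no effect and wells lacking GST-MLLE protein for full effect; some results filed as inactive read as strong as hits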
# Target sequence (P11940 whole entry, looked up): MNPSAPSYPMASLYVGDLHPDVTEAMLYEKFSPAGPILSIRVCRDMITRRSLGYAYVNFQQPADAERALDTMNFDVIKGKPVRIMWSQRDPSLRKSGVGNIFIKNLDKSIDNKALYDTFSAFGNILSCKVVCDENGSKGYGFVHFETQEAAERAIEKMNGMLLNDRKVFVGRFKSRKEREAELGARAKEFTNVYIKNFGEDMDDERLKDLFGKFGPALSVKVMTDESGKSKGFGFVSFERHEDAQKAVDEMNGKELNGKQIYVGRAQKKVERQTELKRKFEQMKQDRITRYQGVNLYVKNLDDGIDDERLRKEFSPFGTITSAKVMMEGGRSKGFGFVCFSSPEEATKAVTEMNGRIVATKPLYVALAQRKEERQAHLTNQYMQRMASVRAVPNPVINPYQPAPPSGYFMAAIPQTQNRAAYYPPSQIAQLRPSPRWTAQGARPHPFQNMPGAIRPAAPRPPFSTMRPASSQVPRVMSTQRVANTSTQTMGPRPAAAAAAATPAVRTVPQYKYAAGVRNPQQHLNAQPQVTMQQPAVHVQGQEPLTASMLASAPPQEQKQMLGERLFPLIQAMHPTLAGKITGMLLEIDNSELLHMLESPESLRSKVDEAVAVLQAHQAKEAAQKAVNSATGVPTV
# LMPTP block: blocks human LMPTP phosphatase; AID 651560; P24666; recombinant LMPTP-A, OMFP fluorogenic substrate, fluorescence intensity; 360,000 tested, 0.22% active; inhibition, % at 20 µM;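 active means compounds that cut the enzyme signal by at least half of the control window in the single-dose screen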;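 further: plate controls were DMSO wells with enzyme plus substrate for no effect and substrate without enzyme for full effect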
# Target sequence (P24666 whole entry, looked up): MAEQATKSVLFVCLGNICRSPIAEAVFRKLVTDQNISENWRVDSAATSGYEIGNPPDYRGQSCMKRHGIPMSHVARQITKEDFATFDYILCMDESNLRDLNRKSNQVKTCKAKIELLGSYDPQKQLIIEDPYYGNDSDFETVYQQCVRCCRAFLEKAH
#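 Test system – LMPTP-A phosphatase enzyme · Quantity – 0.625 nM LMPTP-A final · Reagent – OMFP substrate, 400 µM final · Dosing – one test concentration per compound, 20 µM, with 3% DMSO overall · Timing – 50 min enzyme reaction at room temperature, protected from light · Detection – fluorescence intensity · Controls – substrate-only low control, DMSO enzyme-plus-substrate high control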
# STEP inh: inhibitors of human striatal-enriched phosphatase STEP | P54829 | recombinant STEP, OMFP fluorogenic substrate, fluorescence | inhibition, % at 20 µM | 360,000 tested, 0.25% active;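 active means inhibition at 20 µM, scaled per plate between control wells, above about 37%, limit read from the data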;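 further: 0% = DMSO with enzyme and substrate and 100% = substrate only without enzyme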
#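 Assay system: isolated STEP enzyme / Timing: 20 min at room temperature, dark / Doses: 20 µM, 1% DMSO / Technique: fluorescence intensity, excitation 480 nm, emission 540 nm / Reagent: fluorogenic phosphatase substrate OMFP at 25 µM final / Measure: percent inhibition scaled to no-enzyme and uninhibited-enzyme controls, plate-pattern corrected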
# Rpn11 inh: blocks the human proteasome subunit Rpn11; 360,000 tested, 0.59% active; O00487; calls only at 20 µM; human 26S proteasome, Ub4-pepOG fluorescence polarization; 20S core pre-blocked with epoxomicin;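 active means inhibition at 20 µM, scaled to each plate's controls, above about 33%, limit read from the data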
# CSN deneddyl inh: CSN deneddylation inhibition; Q92905; Purified CSN, SCF-Nedd8-OG deneddylation, fluorescence polarization; inhibition, % at 12.5 µM; 360,000 tested, 0.38% active; AID 651999;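 active means pattern-corrected inhibition above about 35%, with an unprinted fluorescence ratio check between 0.5 and 1.5, limit read from the data, passing the limit was not always enough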;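 further: 0% = enzyme with substrate and 100% = substrate without enzyme; some results filed as inactive read as strong as hits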
#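 Material: purified human Csn5 enzyme expressed in HEK293T cells / Medium: Tris buffer pH 7.5, NaCl, DTT, Tween-20, trehalose, ovalbumin / Compound dosing: 12.5 µM single point / Schedule: 90 min incubation of compound, enzyme and substrate at room temperature / Signal: fluorescence polarization of the substrate / Control set: no-enzyme wells high, enzyme-with-substrate wells low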
# Numbers without * were called inactive; i = inactive; nt = no result given. An excerpt. The share of hits here may be higher or lower than overall.
# Each structure is followed by: Scp-1 inhibitor	NadD block	DNMT1 inh	TbMetRS inhib	SUMO1 PPI mod	MLLE-PAM2 inh	LMPTP block	STEP inh	Rpn11 inh	CSN deneddyl inh
CCCSP1(=S)NCCCO1 (stereo not given)
  -6	-1	2	0.4	-1	0	0.4	3	i	2
Cc1cc(/C=C2\C(=O)NC(=O)N(c3cccc(Br)c3)C2=O)c(C)n1C
  -14	-1	8	0.2	1	-2	0.4	-3	i	2
CN1C(=O)CCC2(C)C1=CCC1C2CCC2(C)C1CCC2(C)O (stereo not given)
  -4	4	-1	0.4	2	-3	-0.5	0	i	-4
CCN(CC)CC(O)c1ccc(C2CCCC2)cc1 (stereo not given)
  -5	-1	-3	-0.1	1	8	-1.8	4	i	0
C[C@@H]1CN([C@H](C)CO)C(=O)CCCn2nncc2CO[C@H]1CN(C)C(=O)Oc1cccc2ccccc12
  nt	5	-3	0.1	-2	3	-2.0	2	i	2
COc1ccccc1OP(=O)(Nc1cccnc1)Oc1ccccc1OC
  -5	2	-3	0.6	3	-1	-0.6	1	i	-11
CN1CCN(CCC(C#N)(c2ccccc2)c2ccccc2)CC1
  -6	-3	-1	0.1	6	1	-1.7	2	i	-3
Cn1c(C(=O)O)c(CC(=O)N2CCN(Cc3ccccc3)CC2)c2ccccc21
  0	7	2	-0.2	4	-8	-1.0	-2	i	-4
Cc1ccc(-c2nn(Cc3ccccc3)cc2C=O)cc1C
  -17	0	-3	0.7	4	2	1.2	3	i	0
COc1ccccc1CNC(=O)CCC(=O)N1C[C@H]2C[C@@H](C1)c1cccc(=O)n1C2
  -1	3	2	-1.5	1	-13	1.0	2	i	-2
C=CCn1c(O)c(C=Nc2c(C)n(C)n(-c3ccccc3)c2=O)c(=O)[nH]c1=O
  13	-4	8	0.1	-2	-23	-1.3	2	i	5
CCN(c1ccc(C(O)(C(=O)OC)C(F)(F)F)cc1)S(=O)(=O)c1ccccc1 (stereo not given)
  -10	-4	-9	0.0	5	-5	1.2	-3	i	-2
C[C@]12CCC3C(CC[C@H]4C[C@@H](O)CC[C@]34C)C1CC[C@@H]2O (stereo not given in full)
  2	2	-2	-0.5	-1	-5	0.7	-3	i	-4
O=C1NC(=O)C2(C(=O)N1)C(c1ccc(F)cc1)NC(=S)NC2c1ccc(F)cc1 (stereo not given)
  0	6	0	-1.0	-2	-94	0.9	0	i	-3
CCOP(=O)(OCC)c1ccc(O)cc1
  -5	2	-3	-0.5	-2	-14	-0.5	-1	i	3
CC1CC(C)(O)CC(C(O)CC2CC(=O)NC(=O)C2)C1=O (stereo not given)
  0	-2	1	0.1	4	5	-2.2	-2	i	-1
COc1ccc(C2CC(c3c(O)n(CCc4ccccc4)c(=O)[nH]c3=O)=NN2)cc1OC (stereo not given)
  -1	-1	-10	-0.5	6	-9	-0.3	4	i	5
COCCn1c(O)c(/C=N/NC(=O)CSC(=S)N2CCCC2)c(=O)[nH]c1=S
  -8	9	-2	-0.1	-5	13	-1.0	0	i	6
CC(=O)c1ccc(NC(=O)N2C[C@H]3C[C@@H](C2)c2cccc(=O)n2C3)cc1
  -1	-4	3	-1.0	4	3	-3.2	2	i	1
COc1ccc2c(c1)c(C(=O)O)c(C)n2C(C)C
  2	4	0	-1.3	-1	0	0.1	3	i	8
O=c1c2ccccc2nc(-c2ccc([N+](=O)[O-])cc2)n1-c1ccccc1
  -10	-9	2	-1.1	-3	-1	-1.7	-4	i	-4
CC(=O)c1ccc(OC(=O)N(C)c2ccccc2)cc1
  -1	1	1	-0.8	-2	2	-1.5	-3	i	-3
CCOC(=O)CNC(=O)CNC(=O)C(Cc1ccc(N(CCCl)CCCl)cc1)NC(C)=O (stereo not given)
  10	2	-1	0.1	4	11	-0.2	-2	i	-2
CC1=C2C(=O)C3C(CC=C4CC(O)CCC43C)C2CCC12OC1CC(C)CNC1C2C (stereo not given)
  0	-12	0	-0.1	-2	7	-0.4	1	i	0
COc1ccc(C(CC(=O)N2CCC3(CC2)OCCO3)NS(=O)(=O)c2ccc(C)cc2)cc1 (stereo not given)
  -5	1	2	-1.5	-1	4	-3.6	-3	i	1
CC(C)N1C(=O)CCC1C(=O)N1CCC2(CC1)OCCO2 (stereo not given)
  -6	6	0	0.1	-1	-5	-2.2	-4	i	-3
O=C(Cc1ccccc1)N1CCN(C2CCCC2)CC1
  -8	-5	1	-0.3	10	-14	-1.5	1	i	-1
O=C(CN1CCN(Cc2ccc(Cl)cc2)C1=O)N1CCC2(CC1)OCCO2
  -5	4	3	-0.7	1	-5	-0.2	-3	i	-1
COc1ccc(OC)c(CN2CCCC(C(=O)c3sccc3C)C2)c1 (stereo not given)
  6	-8	3	-0.9	5	-10	-0.6	1	i	-4
Cc1cccc(-n2c(O)c(C=NCCCN3CCOCC3)c(=O)[nH]c2=O)c1C
  -2	-20	3	-1.5	0	2	-7.3	-2	i	2
CCOc1ccc(N=C2SCCCN2C)cc1
  103*	7	0	-0.6	-1	-121	-1.0	1	i	2
OC1(c2ccccc2F)CC2CCC(C1)N2CCN1CCOCC1 (stereo not given)
  5	8	3	-0.5	-2	5	0.8	-1	i	9
COc1ccc(/C=N/N=C(/N)N[N+](=O)[O-])c(OC)c1
  0	9	3	-0.8	-10	-8	-0.8	1	i	-3
C[C@H]1[C@@H](OS(=O)(=O)O)C[C@@H]2C[C@H]([C@@H](O)c3cc(=O)[nH]c(=O)[nH]3)NC3=NC[C@H]1N32
  -6	10	-1	0.4	1	-5	-0.2	0	i	2
O=C(O)C1(Br)CC12c1ccccc1-c1ccccc12 (stereo not given)
  -5	0	1	-0.3	8	-7	-0.5	10	i	-5
CC1=Nc2ccccc2/C1=C/c1c(O)n(C)c(=O)[nH]c1=O
  -14	-6	6	0.5	-15	-46	-1.7	-3	i	2
CCCCc1nc2ccccc2c(=O)n1-c1ccc(O)cc1
  -6	-2	-1	-0.2	1	-2	0.2	-3	i	6
COc1cc([C@H]2OC[C@H]3[C@@H]2CO[C@@H]3c2cc(OC)c(O[C@@H]3O[C@H](CO)[C@@H](O)[C@H](O)[C@H]3O)c(OC)c2)cc(OC)c1O[C@H]1O[C@@H](CO)[C@H](O)[C@@H](O)[C@@H]1O
  -2	-1	13	0.2	-3	-18	-0.2	0	i	0
Clc1ccccc1CN1CCN(c2ccccc2Cl)CC1
  -5	1	8	-0.8	-1	5	-0.3	-1	i	3
COC(=O)CN1C(=O)C2(C(C(=O)OC)=C(N)Oc3ccccc32)C2=C1CC(C)(C)CC2=O (stereo not given)
  1	-11	-1	-0.3	3	2	0.1	0	i	2

# For convenience, part of the list above.
# Each structure is followed by: Scp-1 inhibitor	NadD block	DNMT1 inh	TbMetRS inhib	SUMO1 PPI mod	MLLE-PAM2 inh	LMPTP block	STEP inh	Rpn11 inh	CSN deneddyl inh
COc1ccc(OC)c(CN2CCCC(C(=O)c3sccc3C)C2)c1 (stereo not given)
  6	-8	3	-0.9	5	-10	-0.6	1	i	-4
Cc1cccc(-n2c(O)c(C=NCCCN3CCOCC3)c(=O)[nH]c2=O)c1C
  -2	-20	3	-1.5	0	2	-7.3	-2	i	2
CCOc1ccc(N=C2SCCCN2C)cc1
  103*	7	0	-0.6	-1	-121	-1.0	1	i	2

# Back to the main list with the 4 entries that preceded the break.
# Each structure is followed by: Scp-1 inhibitor	NadD block	DNMT1 inh	TbMetRS inhib	SUMO1 PPI mod	MLLE-PAM2 inh	LMPTP block	STEP inh	Rpn11 inh	CSN deneddyl inh
CCCCc1nc2ccccc2c(=O)n1-c1ccc(O)cc1
  -6	-2	-1	-0.2	1	-2	0.2	-3	i	6
COc1cc([C@H]2OC[C@H]3[C@@H]2CO[C@@H]3c2cc(OC)c(O[C@@H]3O[C@H](CO)[C@@H](O)[C@H](O)[C@H]3O)c(OC)c2)cc(OC)c1O[C@H]1O[C@@H](CO)[C@H](O)[C@@H](O)[C@@H]1O
  -2	-1	13	0.2	-3	-18	-0.2	0	i	0
Clc1ccccc1CN1CCN(c2ccccc2Cl)CC1
  -5	1	8	-0.8	-1	5	-0.3	-1	i	3
COC(=O)CN1C(=O)C2(C(C(=O)OC)=C(N)Oc3ccccc32)C2=C1CC(C)(C)CC2=O (stereo not given)
  1	-11	-1	-0.3	3	2	0.1	0	i	2
O=c1[nH]c(=S)[nH]c(O)c1N=Nc1cccc(S(=O)(=O)N2CCOCC2)c1
  -6	0	-2	-0.3	-32	35	-1.0	1	i	1
Fc1ccc(CCNCc2cccc(Cl)c2)cc1
  -1	4	3	-0.7	-1	-2	-2.2	0	i	3
COC(=O)C1=C(c2cc3ccccc3o2)C[C@@H]2CC[C@H]1N2C(=O)NCCNC(C)=O
  -5	-5	0	0.2	-1	5	-1.7	-2	i	-5
COCCNC(=O)Cn1cc(C=C2C(=O)NC(=O)NC2=O)c2ccccc21
  3	-3	8	-1.0	0	12	-3.6	-3	i	5
NCCCC(=O)OC1N=C(c2ccccc2Cl)c2cc(Br)ccc2NC1=O (stereo not given)
  -5	-1	-3	0.1	-1	3	-1.5	1	i	6
O=C1CC(N2CCC(n3c(=O)[nH]c4ccccc43)CC2)C(=O)N1Cc1ccccc1 (stereo not given)
  3	5	5	-0.6	-4	0	1.8	0	i	-3
O=C(NCCCN1CC1)Nc1cccc2ccccc12
  17	34*	10	-0.6	-123	-4	-0.1	-1	i	3
Cc1ccc(N2C(=O)NC(=O)/C(=C\C=C\c3ccco3)C2=O)cc1
  2	1	28	2.2	0	-75	0.0	0	i	34

# Part of the list above, bar-delimited:
compound | Scp-1 inhibitor | NadD block | DNMT1 inh | TbMetRS inhib | SUMO1 PPI mod | MLLE-PAM2 inh | LMPTP block | STEP inh | Rpn11 inh | CSN deneddyl inh
O=c1[nH]c(=S)[nH]c(O)c1N=Nc1cccc(S(=O)(=O)N2CCOCC2)c1 | -6 | 0 | -2 | -0.3 | -32 | 35 | -1.0 | 1 | i | 1
Fc1ccc(CCNCc2cccc(Cl)c2)cc1 | -1 | 4 | 3 | -0.7 | -1 | -2 | -2.2 | 0 | i | 3

# Screening data deposited in PubChem BioAssay by several laboratories.
